MBD2 DNA inh – blocks human MBD2 binding to methylated DNA; 0.31% of 370,000 active; Q9UBB5; inhibition, % at 4.4 µM; TR-FRET, MBD2 binding to methylated oligonucleotide; in the data active means inhibition above about 13%
Tn6 DDE FP – inhibitors of Tn6 peptide binding to human fibrin DD(E); 0.21% of 370,000 active; inhibition, % at 8.3 µM; Fibrin DD(E) TRITC-Tn6 fluorescence polarization displacement; AID 720509; P02675;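 active means inhibition above a per-campaign cutoff: mean of compounds within control limits plus 3 SD, cut at about 15% in these data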;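 further: 0% = median of all compound wells on the plate and 100% = blocking peptide control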
SIAE primary – blocks human sialic acid acetylesterase; Q9HAT2; SIAE FP-Rh probe binding, fluorescence polarization; inhibition, % at 9.66 µM; 0.69% of 370,000 active; AID 1053197;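 active means inhibition above a cutoff: mean of compounds within the control limits plus 3 SD of those, cut at about 17% in these data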;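 further: 0% = plate median of compound wells and 100% = probe without SIAE protein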
Target sequence (Q9HAT2 whole entry, looked up): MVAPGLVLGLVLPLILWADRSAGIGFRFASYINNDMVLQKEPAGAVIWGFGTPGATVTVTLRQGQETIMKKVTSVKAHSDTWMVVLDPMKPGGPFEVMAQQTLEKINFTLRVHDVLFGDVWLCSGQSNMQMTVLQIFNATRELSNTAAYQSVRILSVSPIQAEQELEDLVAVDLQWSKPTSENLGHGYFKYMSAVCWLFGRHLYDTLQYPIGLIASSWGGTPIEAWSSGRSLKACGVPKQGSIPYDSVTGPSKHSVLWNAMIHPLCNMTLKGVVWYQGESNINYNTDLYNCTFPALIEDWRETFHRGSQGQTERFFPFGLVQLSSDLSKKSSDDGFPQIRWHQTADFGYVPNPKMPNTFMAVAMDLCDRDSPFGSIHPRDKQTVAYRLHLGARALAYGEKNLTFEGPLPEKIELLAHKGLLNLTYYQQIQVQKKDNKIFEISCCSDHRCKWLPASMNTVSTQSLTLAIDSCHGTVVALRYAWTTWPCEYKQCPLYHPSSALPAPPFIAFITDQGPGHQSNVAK
TDP2 absorb – TDP2 (human) inhibition, absorbance primary screen | inhibition, % at 12.8 µM | O95551 | AID 720702 | recombinant TDP2, T5PNP hydrolysis, p-nitrophenol absorbance 415 nm | 0.34% of 370,000 active;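 active means inhibition above the mean of all tested compounds plus 3 SD, set per campaign, cut at about 25% in these data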;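 further: 0% = DMSO with enzyme and 100% = buffer with substrate but no TDP2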
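System – recombinant human TDP2 · Quantity – TDP2 enzyme at 120 nM final · Doses – single concentration, 12.8 µM nominal, with 1% DMSO · Incubation – 2 h at 37 °C · Measured by – epi absorbance of p-nitrophenol freed from T5PNP by hydrolysis · Read-out – % inhibition relative to enzyme-containing and enzyme-free wells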
PRMT1 inh – PRMT1 (human) inhibition, primary screen. recombinant PRMT1, activity-based probe fluorescence polarization. 1.3% of 370,000 active. inhibition, % at 2.79 µM;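 active means inhibition above about 21% made by adding two undisclosed values, limit read from the data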
Target sequence (Q99873 whole entry, looked up): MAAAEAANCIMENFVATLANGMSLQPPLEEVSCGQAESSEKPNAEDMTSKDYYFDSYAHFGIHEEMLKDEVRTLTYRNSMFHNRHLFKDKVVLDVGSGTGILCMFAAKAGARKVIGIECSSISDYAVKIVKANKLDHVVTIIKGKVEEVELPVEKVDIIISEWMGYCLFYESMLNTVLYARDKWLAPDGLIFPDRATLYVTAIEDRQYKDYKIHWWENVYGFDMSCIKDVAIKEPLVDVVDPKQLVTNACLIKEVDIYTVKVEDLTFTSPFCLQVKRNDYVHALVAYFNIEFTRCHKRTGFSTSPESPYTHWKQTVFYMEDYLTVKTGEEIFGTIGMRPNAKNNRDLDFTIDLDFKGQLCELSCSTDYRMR
Tn7 DDE FP – DD(E)-Tn7 binding inhibition, primary FP screen. P02675. FP displacement of FITC-Tn7 peptide from fibrin DD(E); 0% = median of compound wells per plate. inhibition, % at 8.3 µM. 0.13% of 370,000 active. AID 720508;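 active means inhibition above the mean of compounds falling within the control limits plus 3 SD of them, cut at about 14% in these data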;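 further: 0% = plate median of compound wells and 100% = 10 µM Aha-Tn7 peptide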
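assay system = human clot-derived fibrin DD(E) complex | quantity = Fibrin-DD(E) at 2 µM final | timing = 10 min preincubation, 3 h with tracer, room temperature | signal = fluorescence polarization | measure = percent inhibition | benchmarks = high control wells with 10 µM unlabelled Aha-Tn7 peptide (full inhibition) | replicates = singlicate testing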
LEDGF integ inh – blocks HIV-1 LEDGF/p75-dependent DNA integration; TR-FRET IN-LEDGF/p75 DNA integration, Eu/Cy5; inhibition, % at 3.7 µM; 0.64% of 370,000 active;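 active means inhibition above the screen-wide mean plus 3 SD, cut at about 13% in these data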;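 further: signal is the Cy5 over europium emission ratio at 671 and 618 nm; 0% = plate median of compound wells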
KLK7 zymogen act – activates the human kallikrein-7 zymogen; purified proKLK7, EDANS-DABCYL substrate fluorescence; 100% is mature enzyme control, 0% vehicle; 0.9% of 370,000 active; activation, % at 7 µM; AID 652039;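 active means activation above the mean of all tested compounds plus 3 SD, computed per campaign excluding outliers beyond control limits, cut at about 13% in these data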
UHRF1 MBD2 ctr – human UHRF1 methylated DNA binding inhibitors. UHRF1 binding to methylated oligo, TR-FRET. inhibition, % at 4.4 µM. AID 687016. Q96T88. 0.75% of 370,000 active; in the data active means inhibition above about 21%;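 further: UHRF1 SRA domain binding a hemimethylated CpG hairpin DNA probe; 0% = median of test compound wells and 100% = reference inhibitor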
TCR CD3 inh – inhibitors of human TCR-CD3 interaction. 0.37% of 360,000 active. inhibition, % at 9.4 µM. TAMRA-labeled TCR probe fluorescence, biochemical; in the data active means inhibition above about 19%;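 further: recombinant mutant TCR 2C K166C tagged with TAMRA read by polarization; 0% = receptor in buffer alone and 100% = receptor with positive control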
Active calls of the source: *; x = not tested or not shown; & = joins results of further samples.

structure | TDP2 absorb | KLK7 zymogen act | LEDGF integ inh | Tn7 DDE FP | PRMT1 inh | SIAE primary | Tn6 DDE FP | UHRF1 MBD2 ctr | TCR CD3 inh | MBD2 DNA inh
Cc1c(NC(=O)Nc2ccccc2C(F)(F)F)c(=O)n(-c2ccccc2)n1C | 7 | -0.5 | -2 | 5 | -1 | 1 | 1 | 1 | 4 | 2
COc1ccc(CCNC(=O)c2nnn(-c3cccc(C)c3)c2N)cc1OC | 1 | 0.0 | -2 | 0 | -3 | -3 | 2 | 3 | 5 | 3
COc1ccccc1S(=O)(=O)CC(O)COc1ccc(C#N)cc1 (stereo unspecified) | -3 | 0.2 | 5 | 2 | 0 | -2 | 3 | -1 | 3 | 2
COc1ccc(C(C)(O)c2nc(-c3cccc(C(F)(F)F)c3)cs2)cc1 (stereo unspecified) | -4 | 0.0 | -3 | 3 | 2 | -11 | -6 | 2 | -4 | 1
CCOC(=O)N1CCC(Nc2c(NCCN3CCN(c4ccccc4F)CC3)c(=O)c2=O)CC1 | -2&2 | -0.7&-0.3 | 2&-2 | -5&-3 | 1&6 | -1&6 | -6&-1 | 1&1 | 2&1 | -2&8
CCOC(=O)c1c(C)[nH]c(C(=O)CSc2ccccc2)c1C | -6 | -0.9 | 1 | 2 | 1 | 6 | -10 | 8 | -2 | -1
CC1(C(=O)NCc2ccc3c(c2)OCO3)CCN1Cc1csc2ccccc12 (stereo unspecified) | -2 | 0.1 | -1 | 0 | -3 | -1 | -2 | -1 | -3 | 2
Cn1c(=O)c2c(nc(CN3CCC(Cc4ccccc4)CC3)n2CCN2CCOCC2)n(C)c1=O | 1 | 0.6 | -2 | -1 | 6 | -11 | -22 | 6 | -6 | 8
CC(=O)C1=CCC(c2ccco2)N(S(=O)(=O)c2ccc(C)cc2)C1 (stereo unspecified) | -12 | -0.3 | 4 | -1 | -3 | -1 | -3 | -2 | 4 | -2
CCN1C(=O)c2cccc3c(S(=O)(=O)Nc4ccc(O)c(C(=O)O)c4)ccc1c23 | 3 | 0.6 | -1 | 1 | 8 | 6 | -6 | 2 | -5 | 0
O=C(CSc1ccc(-c2ccccc2)nn1)N1CCN(c2ccccc2)CC1 | 9 | 0.1 | 0 | -1 | -4 | 15 | -6 | -2 | 2 | -2
CC(=O)c1cccc(NC(=O)C2CC(c3ccc(F)cc3)=NO2)c1 (stereo unspecified) | 4 | -0.9 | -1 | -1 | 3 | -2 | -1 | 2 | -3 | 1
CC(C)(C)OC(=O)NCCc1nnc(S(=O)(=O)Cc2ccc(Cl)cc2Cl)o1 | 4 | 0.0 | -1 | -7 | 15 | -1 | 2 | 1 | 0 | 3
N#C/C(=C\c1ccc(-c2ccccc2)o1)C(=O)Nn1cnnc1 | -2 | 0.7 | 0 | -1 | 1 | -16 | 1 | 18 | -4 | 5
O=C1C2C3C=CC(C2C(=O)N1C1CCCCC1)C1C2C(=O)N(C4CCCCC4)C(=O)C2C31 (stereo unspecified) | 0 | -0.1 | 2 | 3 | 2 | 7 | 8 | 1 | 2 | 7
CCN1C/C(=C/c2cccs2)c2nc3ccccc3c(C(=O)O)c2C1 | 11 | 0.0 | -3 | 1 | 6 | 3 | 1 | -4 | -9 | 0
CCN1CCN(Cc2nc3c(c(=O)n(C)c(=O)n3C)n2CC(=O)c2ccccc2)CC1 | 1 | 0.1 | -4 | 1 | 0 | -1 | 0 | -1 | -5 | 2
Cc1ccc(NC(=S)N/C(=N/S(=O)(=O)c2ccccc2)c2ccccc2)cc1 | -1&1 | -0.8&0.0 | -2&-1 | 1&-3 | -1&-4 | 11&0 | 5&5 | -2&-2 | 1&-5 | 1&3
CCn1c(SCC(N)=O)nnc1-c1ccc2c(c1)OCO2 | 1 | 0.6 | -2 | -1 | 1 | -5 | 6 | -2 | 4 | -1
COc1cc(OC)cc(C(=O)NCC(=O)N2CCCCCCC2)c1 | 11 | -0.1 | -2 | 1 | -1 | 1 | 1 | -3 | 0 | 3
CCOC(=O)c1cnn(CCOC(=O)c2ccccc2)c1NC(=O)c1ccccc1 | 5 | 0.3 | -1 | 5 | -1 | -1 | -9 | 0 | 6 | -5
CC(C)c1ccc(C(O)Cc2nc3ccccc3n2C)cc1 (stereo unspecified) | 5 | 0.0 | 1 | 1 | -2 | 0 | 4 | -1 | 2 | -2
Cc1ccccc1CS(=O)(=O)c1ccc(C(=O)N2CCOCC2)cc1[N+](=O)[O-] | 8 | 0.8 | 1 | 4 | 0 | 3 | 5 | 1 | 8 | -3
COC(=O)c1ccc(/C=N/NC(=O)c2ccc3nc[nH]c3c2)cc1 | 6 | 0.2 | 4 | 1 | -3 | -7 | 3 | -5 | 4 | -5
Cc1ccc(OCC(=O)NS(=O)(=O)c2ccc(Cl)cc2)cc1 | 16 | -0.2 | -2 | -2 | 1 | 2 | -3 | -1 | -5 | 0
CC1=C(C(=O)Nc2ccccc2)C(c2ccccc2[N+](=O)[O-])NC(=O)N1 (stereo unspecified) | -2 | -1.3 | -3 | -4 | 20 | 5 | -3 | 0 | -10 | 8
COCCOC(=O)c1c(C)oc2ccc(O)c(CN3CCC(C)CC3)c12 | 10 | 0.0 | -3 | 3 | 1 | -1 | 2 | 2 | 3 | -1
C[C@@H]1CN([C@H](C)CO)C(=O)CCCn2nncc2CO[C@H]1CN(C)S(=O)(=O)c1cccc(C#N)c1 | 7 | 0.2 | -3 | -4 | 1 | 2 | -5 | 2 | -7 | 2
CC(C)NC(=O)C1CCN(C2CCN(C(=O)c3cc4c(s3)CCCCC4)CC2)CC1 | -11 | -1.1 | -1 | -7 | 2 | -4 | 0 | -1 | 0 | 1
O=C(COc1ccccc1Cc1ccccc1)Nc1cccc(S(=O)(=O)N2CCOCC2)c1 | 0 | 0.8 | 0 | -1 | 1 | -22 | -6 | 2 | -1 | 7
C=CCNC(=S)N/N=C(\C)c1cc(OC)c(OC)c(OC)c1 | -2 | 0.1 | -1 | 2 | 1 | 15 | 4 | 0 | 6 | 5
Cc1nc(NC(=O)CN2CCN(c3cccc(Cl)c3)CC2)sc1C(=O)N(C)C | 6 | 0.2 | -3 | -2 | -1 | 4 | 5 | 0 | 5 | -1
CCOC(=O)COc1ccc(/C=C2/SC(=Nc3ccccc3)N(Cc3cccnc3)C2=O)cc1OC | 6 | -0.4 | 6 | 0 | 0 | -32 | -8 | 1 | -3 | -2
O=S(=O)(CC(CN1CCCCC1)N1CCCCC1)c1ccc2ccccc2c1 (stereo unspecified) | 4 | 0.1 | 3 | -3 | 3 | -2 | 3 | 4 | -1 | -4
CCn1c(=O)cc(O)c2c(=O)n(C)c(=O)n(C)c21 | -7 | -0.2 | -4 | 1 | 3 | -3 | 0 | 3 | 1 | 6
COc1cccc(CNS(=O)(=O)c2cc3c(cc2C)NC(=O)CO3)c1 | -14 | 0.6 | 2 | 9 | -4 | -4 | 15 | 0 | 3 | -5
Cc1ccc(S(=O)(=O)CC(=O)Nc2ccc3nc(C)sc3c2)cc1 | -7 | 0.1 | -6 | -2 | 2 | 3 | 2 | 0 | -5 | 3
CCN(CC)c1ccc(C(=O)OCC(=O)Nc2ccccc2-c2ccccc2)cc1 | 1 | -9.2 | -3 | 3 | 3 | -9 | -1 | 2 | 0 | 2
COc1cc(/C=N/NC(=O)CNC(=O)c2ccc3c(c2)OCCO3)ccc1O | -4 | -4.8 | 0 | 3 | -1 | 3 | 2 | -2 | 12 | -3
Cc1nnc(Nc2ccc(O)cc2)[nH]c1=O | 7 | -0.4 | -3 | 1 | 4 | 2 | -8 | -1 | -6 | 10
Fc1ccc(NC(=S)N2CCN(c3ncccn3)CC2)cc1 | -2 | 0.1 | 2 | -4 | -4 | 8 | -2 | 1 | 0 | -1
O=C1C=C(N2CCN(C(=O)c3ccccc3)CC2)C2(CCCCC2)O1 | -4 | 0.5 | -1 | 0 | 0 | -2 | -3 | -1 | 3 | -7
Cc1ccc2cc(CN(CCN(C)C)C(=O)Nc3ccc(Cl)cc3)c(=O)[nH]c2c1 | -2 | 0.3 | -1 | 2 | -3 | -2 | 3 | -2 | 1 | -6
O=C(CCNC(=O)c1ccc(Br)cc1)Nc1ccccc1N1CCCCC1 | 1 | 0.0 | -5 | -1 | 1 | 9 | 6 | -3 | 0 | -3
S=C1NC[C@H](CC2CCCCC2)N1CCCCC1CCCCC1 | 2 | -0.2 | -1 | 5 | -2 | 6 | 5 | 1 | 3 | -4
Fc1c(F)c(F)c(NC2=NCCCCC2)c(F)c1F | -26 | 0.2 | 7 | -6 | -4 | 2 | -8 | 1 | 3 | 0
Cc1ccccc1NC(=O)/C(C#N)=C/c1ccccc1C(F)(F)F | 4 | -0.4 | -2 | -2 | 1 | 3 | -2 | -5 | 0 | -8
CN(C(=O)Cn1nc(C(=O)O)c2ccccc2c1=O)C1CCCCC1 | -8 | -0.2 | -2 | -1 | 4 | 3 | -2 | 2 | -8 | 1
COc1ccccc1CN1CC(C(=O)NCc2ccc(N3CCCC3=O)cc2)CCC1=O (stereo unspecified) | -3 | 0.2 | 1 | -3 | -4 | 3 | -1 | 2 | 3 | -5
CC1(C)C=C2C(N(Cc3ccc4c(c3)OCO4)C(=N)N2C(=O)OCc2ccccc2)n2c(=O)n(-c3ccccc3)c(=O)n21 (stereo unspecified) | 5 | x | -4 | 5 | 2 | -4 | 2 | 1 | x | 2
Cc1ccc(C(=O)NCCc2nnc3ccc(N4CCCC4)nn23)cc1 | 8 | -0.9 | -4 | -1 | -3 | -1 | 3 | -2 | -8 | -1
O=[N+]([O-])c1ccc(C2OCCO2)cc1CS(=O)(=O)c1ccccc1 | 5 | -0.5 | -1 | -2 | 0 | -6 | -1 | -1 | -9 | 1
CC(C)[C@H](NC(=O)c1ccc(Cl)c([N+](=O)[O-])c1)C(=O)NCc1ccc(F)cc1 | 4 | 0.2 | 1 | -1 | 2 | 3 | 4 | 1 | 0 | -1
FC(F)(F)c1ccc(Oc2ccc3ccccc3c2Br)nc1 | 2 | 0.4 | 0 | 4 | -2 | -4 | 12 | 15 | 2 | 2
Cn1c(=O)n(C)c2cc(NC(=O)c3ccc(F)cc3)ccc21 | 6 | -0.1 | 0 | -6 | 0 | -4 | -2 | -2 | 3 | 2
O=C(Nc1ccc(S(=O)(=O)N2CCN(Cc3ccccc3)CC2)cc1)c1cnccn1 | -13 | -0.1 | 4 | -1 | 0 | 5 | 0 | -1 | 1 | 0
